MKP-3 inhibition = MKP-3 phosphatase inhibitors, primary screen, biochemical, rat enzyme, in vitro (AID 425) | inhibition, % at 20 µM, or IC50 in µM where a hit was titrated | 110,000 tested, 0.17% active | recombinant MKP-3 phosphatase activity, fluorescence; higher % means a stronger effect | Dual specificity protein phosphatase 6 (Rattus norvegicus); in the data active means inhibition above about 50%;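 further: plate controls were vehicle for no effect and reference inhibitor for full effect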
Hsp70 inhibitors = Hsp70 inhibitors, probe displacement, primary screen, biochemical, fluorescence polarization (AID 583). Heat shock 70 kDa protein 1A (Homo sapiens). Hsp70 fluorescence polarization probe displacement, mP; higher % means a stronger effect. 140,000 tested, 0.06% active. one-dose displacement, % at 20 µM; IC50 in µM for titrated hits; in the data active means displacement above about 50%;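 further: plate controls were vehicle for no effect and reference ligand for full effect; a part of the inactive calls stands beside numbers as strong as those of hits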
The depositor's hits bear a star; x = no result given; & = joins results of further samples.

SMILES	MKP-3 inhibition	Hsp70 inhibitors
COc1ccc(OC)c(C2C(C(=O)/C=C/c3ccccc3)=C(O)C(=O)N2CCCCCC(=O)O)c1 (stereo not given)	5%	-1.2%
c1ccc(Oc2cccc(CSc3nnnn3-c3ccccc3)c2)cc1	5%	-5.2%
CN(C)C(=O)c1c(-c2ccccc2)oc2ccc(O)cc12	-4%	-7.4%
CCn1c(CC(=O)Nc2ccc(C)cc2)nnc1SCC(=O)NCc1ccccc1	-5%	-1.7%
COc1cc(C(=O)N2c3ccc(C)cc3-c3c(ssc3=S)C2(C)C)cc(OC)c1OC	-2%	-1.9%
Cc1[nH]nc(N=CC2=C(O)CC(C)(C)CC2=O)c1-c1ccc(Cl)cc1	13%	-1.4%
COc1ccc(S(=O)(=O)NCCC(=O)NCc2ccccc2)cc1	9%	-0.6%
CCOc1ccc(-c2nnn(CC(=O)c3ccc4c(c3)OCCO4)n2)cc1OCC	-8%	0.9%
CCOc1ccccc1C1C(C(=O)OC)=CN(C)C=C1C(=O)OC	-2%	-2.8%
Cn1c(=O)oc2cc(S(=O)(=O)NCC3CCCO3)ccc21 (stereo not given)	x	-2.1%
Cc1nn(C/C(C#N)=N\O)c(C)[n+]1N	-7%	2.0%
O=C(N/C(=C\c1cccnc1)C(=O)N1CCOCC1)c1cccc(Br)c1	1%	3.4%
COC(=O)C1=C(C)NC2=C(C(=O)CC(c3ccccc3)C2)C1c1ccc(Cl)cc1 (stereo not given)	8%	1.1%
COc1cc(/C=C2/SC(=Nc3ccccc3Cl)NC2=O)ccc1OC(=O)c1ccccc1	3%	-3.8%
CC(C)(C)N1C(=O)c2ccc(C(=O)Nc3cccc(C(=O)O)c3)cc2C1=O	-2%	3.1%

Among those listed so far, 4 have a carbonyl joined to an NH by a bond outside any ring:
SMILES	MKP-3 inhibition	Hsp70 inhibitors
CCn1c(CC(=O)Nc2ccc(C)cc2)nnc1SCC(=O)NCc1ccccc1	-5%	-1.7%
COc1ccc(S(=O)(=O)NCCC(=O)NCc2ccccc2)cc1	9%	-0.6%
O=C(N/C(=C\c1cccnc1)C(=O)N1CCOCC1)c1cccc(Br)c1	1%	3.4%
CC(C)(C)N1C(=O)c2ccc(C(=O)Nc3cccc(C(=O)O)c3)cc2C1=O	-2%	3.1%

Among those listed so far, 7 contain nitrogen in an aromatic ring.
SMILES	MKP-3 inhibition	Hsp70 inhibitors
c1ccc(Oc2cccc(CSc3nnnn3-c3ccccc3)c2)cc1	5%	-5.2%
CCn1c(CC(=O)Nc2ccc(C)cc2)nnc1SCC(=O)NCc1ccccc1	-5%	-1.7%
Cc1[nH]nc(N=CC2=C(O)CC(C)(C)CC2=O)c1-c1ccc(Cl)cc1	13%	-1.4%
CCOc1ccc(-c2nnn(CC(=O)c3ccc4c(c3)OCCO4)n2)cc1OCC	-8%	0.9%
Cn1c(=O)oc2cc(S(=O)(=O)NCC3CCCO3)ccc21 (stereo not given)	x	-2.1%
Cc1nn(C/C(C#N)=N\O)c(C)[n+]1N	-7%	2.0%
O=C(N/C(=C\c1cccnc1)C(=O)N1CCOCC1)c1cccc(Br)c1	1%	3.4%

New compounds follow.
SMILES	MKP-3 inhibition	Hsp70 inhibitors
COc1cc(C(=O)NCC2CCCO2)ccc1OCc1c(C)noc1C (stereo not given)	-4%	-1.8%
CC(C)Oc1ccccc1NC(=O)CSc1nnc(-c2cccc(F)c2)n1-c1ccccc1	5%	-1.3%
c1ccc(-c2nc3cc(Oc4ccc5oc(-c6ccccn6)nc5c4)ccc3o2)nc1	-6%	-1.7%
CN1CCc2nc(NC(=O)c3cccc(OC(F)F)c3)sc2C1	x	-0.9%
O=C(Nc1ccc(Cl)cn1)c1cc2ccccc2o1	-3%&-5%	4.0%
N/C(=N\c1nc2ccccc2s1)NC(=O)c1ccccc1	8%	-2.9%
CCOC(=O)c1cnc(-n2nc(C)cc2C)nc1NCc1ccccc1	14%	2.9%
NCCNc1ccc(C(F)(F)F)cc1[N+](=O)[O-]	0%	1.3%
c1ccc(NC2=Nc3ccccc3CC2)cc1	x	-1.8%
C/C(=N\N=C1\NC(=O)C(CC(=O)Nc2cc(Cl)ccc2Cl)S1)C(C)C (stereo not given)	1%	0.2%
O=C(O)c1cc(Cl)c(Cl)cc1C(=O)N1CCCC1	-18%	4.7%
Cc1ccnc(N2CCC(C(=O)Nc3ccc(Oc4ccccc4)cc3)CC2)n1	-6%	1.0%
Cn1nccc1C(=O)N1CCN(c2ccc(F)cc2)CC1	x	-3.2%
O=c1c(C(c2ccccc2)c2ccccc2)c(O)nc2n1CCCS2	2%	-5.2%
CCOC(=O)CNC(=O)CCCOc1ccc(Cl)cc1Cl	-1%	3.8%
O=C(OCC(=O)N1CCCC1)c1cccs1	-14%	5.0%
C=CCn1c(NC(=O)c2ccc(Br)o2)c(C(=O)OCC)sc1=S	1%	-3.4%
CC(=O)C1=C(O)C(=O)N(CCN(C)C)C1c1cccc(F)c1 (stereo not given)	2%	-3.1%
CCc1ccccc1NC(=O)CN(C)Cc1nc(N)nc(Nc2ccccc2C)n1	-6%	3.1%
CC(C)OC(=O)c1nn2c(C(F)(F)F)cc(-c3ccc(Br)o3)nc2c1Br	-2%	-2.7%
CCOC(=O)c1c(NC(=S)Nc2ccc(C)cc2)sc2c1CCN(Cc1ccccc1)C2	0%	-44%
COc1ccc(NC(=O)c2ccc(I)cc2)c(OC)c1	2%	2.5%
Cc1ccc(Br)cc1S(=O)(=O)N1CCN(C(c2ccccc2)c2ccccc2)CC1	1%	-2.5%
Cc1ccc(S(=O)(=O)N(CCc2ccccc2)CC(=O)NCc2ccco2)cc1	5%	-5.4%
CCS(=O)CCSC(=N)N (stereo not given)	x	3.9%
Cc1cccc(OCC(=O)OCC(=O)c2c(N)n(C)c(=O)n(C)c2=O)c1	4%	-2.7%
COc1cccc(N2CC(C(=O)OC(C)C(=O)c3ccccc3)CC2=O)c1 (stereo not given)	-6%	2.4%
COc1cccc(/C=C/c2ccncc2)c1OC	3%	x
C/C(N)=C(/C#N)C(=O)CSc1nc(C2CCCCC2)n(-c2ccccc2)n1	-2%	3.6%
Cc1cccc(OC(=O)C#Cc2ccccc2)c1	1%	-0.6%

Some of the entries above, reformatted:
Molecule | MKP-3 inhibition | Hsp70 inhibitors
CC(C)(C)N1C(=O)c2ccc(C(=O)Nc3cccc(C(=O)O)c3)cc2C1=O | -2% | 3.1%
COc1cc(C(=O)NCC2CCCO2)ccc1OCc1c(C)noc1C (stereo not given) | -4% | -1.8%
CC(C)Oc1ccccc1NC(=O)CSc1nnc(-c2cccc(F)c2)n1-c1ccccc1 | 5% | -1.3%
c1ccc(-c2nc3cc(Oc4ccc5oc(-c6ccccn6)nc5c4)ccc3o2)nc1 | -6% | -1.7%
CN1CCc2nc(NC(=O)c3cccc(OC(F)F)c3)sc2C1 | x | -0.9%
O=C(Nc1ccc(Cl)cn1)c1cc2ccccc2o1 | -3%&-5% | 4.0%

Further entries
SMILES	MKP-3 inhibition	Hsp70 inhibitors
O=C1C(Cl)=C(Nc2ccc(Nc3ccccc3)cc2)C(=O)c2ccccc21	3%	-2.8%
Cc1ccc(CNC(=O)C2CC(=O)OC23CCCC3)c(C)c1 (stereo not given)	0%	4.5%
CCC(C)(C(=O)NC1CCCC1)N(C(C)=O)c1ccc(C)cc1 (stereo not given)	x	-4.6%
CCOC(=O)C1=C(CS(=O)(=O)c2ccccc2)NC(=O)NC1c1ccccc1OCC (stereo not given)	2%	-4.8%
O=C(CN1CCCC(O)C1)N1c2ccccc2Sc2ccc(C(F)(F)F)cc21 (stereo not given)	0%	-3.7%
CCOC(=O)C1=C(c2ccccc2)N=c2s/c(=C\c3ccc(O)cc3)c(=O)n2C1c1cccs1 (stereo not given)	1%	-15%
Cc1ccccc1N1CCN(Cc2c[nH]c3ccccc23)CC1	x	1.6%
Cc1ccc(-c2nc(C3CCCN(S(=O)(=O)c4ccc(C)cc4)C3)no2)cc1 (stereo not given)	1%	3.9%
COc1cccc(C2=NN(C(=O)c3cccc(Br)c3)C(O)(C(F)(F)F)C2)c1 (stereo not given)	-1%	0.2%
CCOC(=O)c1c(Nc2ccc(C)cc2)csc1C	5%	1.6%
O=C1OC(c2ccccc2F)=N/C1=C\c1ccc(Br)cc1	2%	0.0%
CCN(CC)S(=O)(=O)c1ccc2c(c1)c(=O)c(C(=O)N1CCN(c3ccccc3)CC1)cn2C	10%	-7.1%
c1ccc(COc2ccc(CNn3cnnc3)cc2)cc1	-14%	5.5%
Cc1csc2ncc(C(=O)Nc3ccc4c(c3)OCCO4)c(=O)n12	-10%	4.5%
Cc1nc(NC2=NCN(CCN3CCOCC3)CN2)nc2c(C)cccc12	-4%	2.7%
CC(=O)c1c(C)[nH]c(C(=O)NCCc2cccc(C)c2)c1C	-6%	1.9%
COc1ccc(N/C(N)=N/c2nc(CSc3ccc(Cl)cc3)cc(=O)[nH]2)cc1	x	6.5%
O=C(CC(Sc1ccccc1)c1cccs1)c1ccco1 (stereo not given)	-12%	-1.6%
O=C(NC12CC3CC(CC(C3)C1)C2)N1CCCC(CO)C1 (stereo not given)	5%	4.7%
CS(=O)(=O)N1CCN(C(=O)c2ccc(F)cc2)CC1	-6%&0%	6.6%&-1.7%
COc1cc(C2C(C(=O)c3cccs3)=C(O)C(=O)N2c2cc(C)on2)ccc1O (stereo not given)	-1%	6.5%
CC(C)(C)N1C(=O)c2ccc(C(=O)Nc3cccc(I)c3)cc2C1=O	4%	-6.3%
CC(=O)c1ccc(-n2nnnc2SCC(=O)Nc2cccc(NC(=O)c3ccco3)c2)cc1	x	-3.3%

Compound activity: PubChem, Sanford-Burnham Center for Chemical Genomics

A portion of the library; rates above refer to the full screens.
